From PubChem BioAssay
Rab2 wt GTP: changes GTP binding to wildtype dog Rab2A, up or down. GST-Rab2 wt beads, Bodipy-GTP binding, flow cytometry. GTP binding activity, % at 10 µM. 190,000 compounds, 0.19% hits. AID 760. P61105;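 active = GTP binding activity at least 20 points away from 100%, either lowered or raised; inconclusive = signal likely due to the compound's own green fluorescence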;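 note: 0% = beads with excess unlabeled GTP and 100% = no-compound control corrected for plate trend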
Rac1 act GTP bind: alters GTP binding to activated mutant human Rac1. P63000. GST-Rac1 activated beads, fluorescent GTP binding, flow cytometry; actives lie on both sides; 100% means binding = to untreated wells. percent activity (GTP binding), % at 10 µM. 190,000 compounds, 0.11% hits. AID 764;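 active = GTP binding at least 20 percentage points away from the 100% baseline, in either direction, so actives lie on both sides; inconclusive = Compound likely fluorescent itself, or too few beads counted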
RGS8-Gao: regulators of human RGS8-Galphao interaction; P09471; 220,000 compounds, 0.34% hits; multiplexed bead flow cytometry, RGS8-Galphao binding; actives lie on both sides; response (percent of control binding), % at 10 µM; in the data active = response below about 60% or above about 140%; inactive = in between;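 note: Galphao activated as the GDP aluminium fluoride complex binding bead-coupled RGS8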
Target sequence (P09471 whole entry, looked up): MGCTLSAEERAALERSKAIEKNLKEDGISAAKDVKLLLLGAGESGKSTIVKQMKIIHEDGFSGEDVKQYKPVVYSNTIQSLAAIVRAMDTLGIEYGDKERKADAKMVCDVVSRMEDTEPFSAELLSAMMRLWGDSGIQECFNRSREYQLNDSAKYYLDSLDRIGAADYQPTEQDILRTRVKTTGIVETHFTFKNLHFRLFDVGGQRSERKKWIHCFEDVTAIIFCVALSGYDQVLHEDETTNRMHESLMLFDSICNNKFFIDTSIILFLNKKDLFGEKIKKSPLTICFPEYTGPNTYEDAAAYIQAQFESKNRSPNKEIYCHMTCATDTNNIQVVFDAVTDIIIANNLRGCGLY
Rab7 wt modul: modulators of GTP binding to dog Rab7 wildtype GTPase; GTP binding activity (percent of control), % at 10 µM; GST-Rab7 beads, fluorescent GTP binding, flow cytometry; actives lie on both sides; untreated = 100%, excess cold GTP = 0%; 190,000 compounds, 0.055% hits;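 active = fluorescent GTP binding to Rab7 beads changed by at least 20 points from the 100% baseline, either direction, mostly lower; inconclusive = compound itself probably fluorescent, or too few beads counted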;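 note: median green fluorescence of bound Bodipy-FL-GTP per Rab7 bead population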
HRas wt GTP bind: human HRas wildtype GTP binding, change in either direction. P01112. GST-Ras wt beads, Bodipy-FL-GTP binding, flow cytometry; actives lie on both sides. GTP binding activity, % at 10 µM. 190,000 compounds, 0.14% hits;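 active = GTP binding activity at least 20% away from the 100% baseline, either lowered as inhibitor or raised as activator; inconclusive = flagged as likely green fluorescent, judged across all proteins in the well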;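 note: 0% = unlabeled GTP competition control and 100% = no-compound control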
Target sequence (P01112 whole entry, looked up): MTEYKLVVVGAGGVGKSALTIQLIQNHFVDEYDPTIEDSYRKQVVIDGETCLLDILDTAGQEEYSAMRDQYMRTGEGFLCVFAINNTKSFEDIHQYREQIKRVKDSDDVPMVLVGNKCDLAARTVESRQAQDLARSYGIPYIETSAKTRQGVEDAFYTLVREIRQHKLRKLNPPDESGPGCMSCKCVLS
Pf gametocyte: inhibitors of late stage P. falciparum gametocyte viability | P. falciparum stage V gametocytes, ATP luminescence, 24 h | inhibition, % at 10.9 µM | 150,000 compounds, 0.065% hits;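 active = inhibition above the mean plus 3 SD of compounds within the control limits, set per campaign, cut at about 38% in these data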;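 note: 0% = DMSO wells and 100% = medium only without gametocytes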
Mcl1 Bid PPI: disrupts binding of human Mcl-1 to Bid peptide; Q07820; TR-FRET Mcl-1/Bid-Dy647 peptide binding, 1536-well; inhibition, % at 21.7 µM; 220,000 compounds, 0.97% hits; AID 1021;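 active = compounds that cut the binding signal by more than half at the single screening dose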;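 note: His-tagged Mcl-1 with europium anti-His antibody binding Bid BH3 peptide; 0% = Mcl-1 plus peptide wells and 100% = peptide-only wells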
Mcl1 Noxa PPI: Mcl-1/Noxa interaction inhibition | Q07820 | TR-FRET Mcl-1/Noxa peptide binding, 2 h | inhibition, % at 21.7 µM | 220,000 compounds, 1.5% hits | AID 1022;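 active = compounds that cut the protein-peptide binding signal by more than 50% relative to plate controls in a single-dose test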;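 note: His-tagged Mcl-1 with rhodamine Noxa BH3 peptide and terbium anti-His antibody; 0% = Mcl-1 plus Noxa peptide wells and 100% = peptide-only wells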
Cdc42 wt: changes GTP binding to wildtype human Cdc42 | 190,000 compounds, 0.2% hits | AID 761 | GST-Cdc42 beads, Bodipy-GTP binding, flow cytometry; actives lie on both sides | percent activity (GTP binding), % at 10 µM | P60953;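 active = percent activity GTP binding at least 20 points away from the 100% baseline, either down as inhibitor or up as activator; inconclusive = compound flagged as likely green fluorescent from well-wide comparison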;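 note: median bead fluorescence of bound Bodipy-FL-GTP at 100 nM; 0% = excess unlabeled GTP control and 100% = no compound control; below 100% means less GTP binding so inhibitor and above means activator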
Target sequence (P60953 whole entry, looked up): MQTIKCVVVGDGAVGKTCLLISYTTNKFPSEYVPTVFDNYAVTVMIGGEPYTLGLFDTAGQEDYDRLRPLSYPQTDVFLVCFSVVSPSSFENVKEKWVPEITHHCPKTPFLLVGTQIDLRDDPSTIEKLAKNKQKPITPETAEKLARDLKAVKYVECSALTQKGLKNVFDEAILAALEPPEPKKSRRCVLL
Bim-Mcl-1: disrupts Bim peptide binding to human Mcl-1 | Bead-based flow cytometry, Bim peptide-Mcl-1 binding | 190,000 compounds, 0.1% hits | inhibition, % at 10 µM | AID 1009; in the data active = inhibition above about 40%;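 note: 0% = no compound tracer wells and 100% = peptide blocker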
Rac1 wt modul: modulators of human Rac1 wildtype GTP binding. P63000. GST-Rac1 beads, fluorescent GTP binding, flow cytometry; actives lie on both sides; 0 = cold GTP competed, 100 = untreated. GTP binding activity (% of control), % at 10 µM. 190,000 compounds, 0.27% hits. AID 757;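 active = GTP binding activity at least 20 points away from the 100% control level, either lower or higher; inconclusive = compound flagged as likely green fluorescent, judged across all proteins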
Numbers without * were called inactive.

How did Cc1cc(N2CCN(C(=O)c3ccco3)CC2)n2nc(-c3cccc(Cl)c3)cc2n1 do in these assays?
Rab2 wt GTP: 95; Rac1 act GTP bind: 94; RGS8-Gao: 104; Rab7 wt modul: 94; HRas wt GTP bind: 96; Pf gametocyte: -32; Mcl1 Bid PPI: 22; Mcl1 Noxa PPI: 23; Cdc42 wt: 96; Bim-Mcl-1: -1; Rac1 wt modul: 96

How did CC(/C=C/C=C/c1ccccc1)=N/NC(=O)CNc1ccc(C)cc1 do in these assays?
Rab2 wt GTP: 105; Rac1 act GTP bind: 103; RGS8-Gao: 101; Rab7 wt modul: 99; HRas wt GTP bind: 106; Pf gametocyte: -18; Mcl1 Bid PPI: -62; Mcl1 Noxa PPI: 5; Cdc42 wt: 106; Bim-Mcl-1: -5; Rac1 wt modul: 106

What do the screens show for `CSCC[C@H](NC(=O)C1CCN(S(=O)(=O)c2ccc(C)cc2)CC1)C(=O)NCc1ccco1`?
Rab2 wt GTP: 103; Rac1 act GTP bind: 100; RGS8-Gao: 102; Rab7 wt modul: 102; HRas wt GTP bind: 104; Mcl1 Bid PPI: -11; Mcl1 Noxa PPI: 20; Cdc42 wt: 106; Bim-Mcl-1: -4; Rac1 wt modul: 112

Results for O=C(/C=C/c1ccc(O)cc1)c1ccc(NC2=C(N3CCCCC3)C(=O)c3ccccc3C2=O)cc1 ?
Rab2 wt GTP: 98; Rac1 act GTP bind: 92; RGS8-Gao: 99; Rab7 wt modul: 101; HRas wt GTP bind: 96; Mcl1 Bid PPI: 3; Mcl1 Noxa PPI: 18; Cdc42 wt: 96; Bim-Mcl-1: 2; Rac1 wt modul: 100

What do the screens show for `CCCS(=O)(=O)NCCc1cc2ccc(C)cc2[nH]c1=O`?
Rab2 wt GTP: 100; Rac1 act GTP bind: 99; RGS8-Gao: 99; Rab7 wt modul: 101; HRas wt GTP bind: 101; Mcl1 Bid PPI: 0; Mcl1 Noxa PPI: -8; Cdc42 wt: 99; Bim-Mcl-1: 3; Rac1 wt modul: 102

Results for CCC(C)c1ccccc1NC(=O)COC(=O)c1ccc2[nH]c3c(c2c1)CCCC3 (stereo not given) ?
Rab2 wt GTP: 96; Rac1 act GTP bind: 92; RGS8-Gao: 98; Rab7 wt modul: 91; HRas wt GTP bind: 94; Pf gametocyte: -6; Mcl1 Bid PPI: -8; Mcl1 Noxa PPI: 2; Cdc42 wt: 96; Bim-Mcl-1: -1; Rac1 wt modul: 99

Results for CC(=O)NS(=O)(=O)c1ccc(N=NN2CCOCC2)cc1 ?
Rab2 wt GTP: 97; Rac1 act GTP bind: 98; RGS8-Gao: 102; Rab7 wt modul: 99; HRas wt GTP bind: 103; Pf gametocyte: 21; Mcl1 Bid PPI: -27; Mcl1 Noxa PPI: 16; Cdc42 wt: 103; Bim-Mcl-1: -1; Rac1 wt modul: 104

Results for CC1CCCC(=C\c2ccccc2)/C1=N/O (stereo not given) ?
Rab2 wt GTP: 100; Rac1 act GTP bind: 96; RGS8-Gao: 93; Rab7 wt modul: 101; HRas wt GTP bind: 100; Pf gametocyte: -11; Mcl1 Bid PPI: -9; Mcl1 Noxa PPI: 1; Cdc42 wt: 102; Bim-Mcl-1: 0; Rac1 wt modul: 105

How did CC(=O)c1c(C(C)=O)c(C)n(NC(=O)c2ccc(Cl)cc2)c1C do in these assays?
Rab2 wt GTP: 98; Rac1 act GTP bind: 97; RGS8-Gao: 108; Rab7 wt modul: 97; HRas wt GTP bind: 98; Pf gametocyte: -33; Mcl1 Bid PPI: -15; Mcl1 Noxa PPI: -12; Cdc42 wt: 99; Bim-Mcl-1: 2; Rac1 wt modul: 101

Results for CCOC(=O)CCCn1c(C)nc(=O)c(-c2ccccc2)c1C ?
Rab2 wt GTP: 98; Rac1 act GTP bind: 98; RGS8-Gao: 101; Rab7 wt modul: 99; HRas wt GTP bind: 99; Pf gametocyte: -5; Mcl1 Bid PPI: -4; Mcl1 Noxa PPI: -18; Cdc42 wt: 101; Bim-Mcl-1: 2; Rac1 wt modul: 100

How did Brc1c(NC2=NCCN2)ccc2nccnc12 do in these assays?
Rab2 wt GTP: 99; Rac1 act GTP bind: 102; RGS8-Gao: 101; Rab7 wt modul: 97; HRas wt GTP bind: 98; Mcl1 Bid PPI: 2; Mcl1 Noxa PPI: 59*; Cdc42 wt: 100; Bim-Mcl-1: 0; Rac1 wt modul: 102

How did S=C(Nc1ccc2c(c1)OCO2)NC1CCN(Cc2ccccc2)CC1 do in these assays?
Rab2 wt GTP: 102; Rac1 act GTP bind: 101; RGS8-Gao: 96; Rab7 wt modul: 106; HRas wt GTP bind: 102; Pf gametocyte: -16; Mcl1 Bid PPI: -33; Mcl1 Noxa PPI: 16; Cdc42 wt: 105; Bim-Mcl-1: 1; Rac1 wt modul: 104

What do the screens show for `CC1CN(C(=O)c2ccccc2Oc2ccccc2)CC(C)O1` (stereo not given)?
Rab2 wt GTP: 96; Rac1 act GTP bind: 92; RGS8-Gao: 102; Rab7 wt modul: 102; HRas wt GTP bind: 99; Pf gametocyte: 21; Mcl1 Bid PPI: -33; Mcl1 Noxa PPI: -20; Cdc42 wt: 99; Bim-Mcl-1: 0; Rac1 wt modul: 97

How did Cc1n[nH]c(C)c1CCOc1ccc(C(C)C)cc1 do in these assays?
Rab2 wt GTP: inconclusive; Rac1 act GTP bind: inconclusive; RGS8-Gao: 98; Rab7 wt modul: inconclusive; HRas wt GTP bind: inconclusive; Mcl1 Bid PPI: 38; Mcl1 Noxa PPI: 33; Cdc42 wt: inconclusive; Bim-Mcl-1: -1; Rac1 wt modul: inconclusive

How did CCCCSc1nsc(NC(C)=O)n1 do in these assays?
Rab2 wt GTP: 101; Rac1 act GTP bind: 100; RGS8-Gao: 101; Rab7 wt modul: 96; HRas wt GTP bind: 99; Pf gametocyte: 1; Mcl1 Bid PPI: 13; Mcl1 Noxa PPI: 3; Cdc42 wt: 103; Bim-Mcl-1: -1; Rac1 wt modul: 107

How did Cc1ccccc1NC(=O)CSc1[nH]c(=O)cc(C)c1C#N do in these assays?
Rab2 wt GTP: 100; Rac1 act GTP bind: 98; RGS8-Gao: 102; Rab7 wt modul: 96; HRas wt GTP bind: 100; Mcl1 Bid PPI: -19; Mcl1 Noxa PPI: 22; Cdc42 wt: 100; Bim-Mcl-1: 2; Rac1 wt modul: 101

Results for COc1cc(-c2cn[nH]c2N)cc(OC)c1OC ?
Rab2 wt GTP: 102; Rac1 act GTP bind: 99; RGS8-Gao: 100; Rab7 wt modul: 104; HRas wt GTP bind: 102; Mcl1 Bid PPI: -17; Mcl1 Noxa PPI: 1; Cdc42 wt: 103; Bim-Mcl-1: -3; Rac1 wt modul: 107

What do the screens show for `O=C1c2ccccc2C(=O)C12OC2c1cccc2ccccc12` (stereo not given)?
Rab2 wt GTP: 94; Rac1 act GTP bind: 96; RGS8-Gao: 96; Rab7 wt modul: 94; HRas wt GTP bind: 96; Pf gametocyte: -6; Mcl1 Bid PPI: -49; Mcl1 Noxa PPI: -8; Cdc42 wt: 96; Bim-Mcl-1: -2; Rac1 wt modul: 102

What do the screens show for `Cc1ccc(C)c(-n2c(Cc3cc(=O)[nH]c(=O)[nH]3)nnc2SCC(=O)NCC2CCCO2)c1` (stereo not given)?
Rab2 wt GTP: 102; Rac1 act GTP bind: 99; RGS8-Gao: 101; Rab7 wt modul: 102; HRas wt GTP bind: 101; Mcl1 Bid PPI: -9; Mcl1 Noxa PPI: 15; Cdc42 wt: 102; Bim-Mcl-1: -5; Rac1 wt modul: 105

How did CC(C)(C)C(=O)NCCn1ccc2ccccc21 do in these assays?
Rab2 wt GTP: 100; Rac1 act GTP bind: 97; RGS8-Gao: 101; Rab7 wt modul: 99; HRas wt GTP bind: 98; Mcl1 Bid PPI: -30; Mcl1 Noxa PPI: 7; Cdc42 wt: 101; Bim-Mcl-1: -1; Rac1 wt modul: 100

What do the screens show for `N=c1sccn1CC(=O)Nc1ccccc1Oc1ccccc1`?
Rab2 wt GTP: 96; Rac1 act GTP bind: 94; RGS8-Gao: 101; Rab7 wt modul: 95; HRas wt GTP bind: 96; Mcl1 Bid PPI: -12; Cdc42 wt: 93; Bim-Mcl-1: -1; Rac1 wt modul: 94

How did O=C(O)CCC(=O)Nc1nnc(C(F)(F)F)s1 do in these assays?
Rab2 wt GTP: 101; Rac1 act GTP bind: 94; RGS8-Gao: 98; Rab7 wt modul: 100; HRas wt GTP bind: 103; Pf gametocyte: 18; Mcl1 Bid PPI: -29; Mcl1 Noxa PPI: -13; Cdc42 wt: 101; Bim-Mcl-1: 0; Rac1 wt modul: 97

How did Cc1sc2ncnc(OCC(=O)NCc3cccs3)c2c1C do in these assays?
Rab2 wt GTP: 104; Rac1 act GTP bind: 99; RGS8-Gao: 101; Rab7 wt modul: 97; HRas wt GTP bind: 102; Pf gametocyte: 3; Mcl1 Bid PPI: 0; Mcl1 Noxa PPI: -6; Cdc42 wt: 105; Bim-Mcl-1: -5; Rac1 wt modul: 109

How did CN(C)CCC=C1c2ccccc2CCc2ccccc21 do in these assays?
Rab2 wt GTP: 98; Rac1 act GTP bind: 98; RGS8-Gao: 100; Rab7 wt modul: 98; HRas wt GTP bind: 102; Mcl1 Bid PPI: 16; Mcl1 Noxa PPI: 26; Cdc42 wt: 103; Bim-Mcl-1: 2; Rac1 wt modul: 98

Results for NC(=O)C1(N2CCCCC2)CCN(C(=S)Nc2ccc(F)c(Cl)c2)CC1 ?
Rab2 wt GTP: 91; Rac1 act GTP bind: 90; RGS8-Gao: 102; Rab7 wt modul: 93; HRas wt GTP bind: 91; Mcl1 Bid PPI: -15; Mcl1 Noxa PPI: -22; Cdc42 wt: 89; Bim-Mcl-1: -4; Rac1 wt modul: 96

What do the screens show for `Cc1cc(NC(=O)COC(=O)C2CCN(S(=O)(=O)c3ccc(Cl)cc3)CC2)no1`?
Rab2 wt GTP: 100; Rac1 act GTP bind: 99; RGS8-Gao: 100; Rab7 wt modul: 103; HRas wt GTP bind: 101; Mcl1 Bid PPI: -13; Mcl1 Noxa PPI: 3; Cdc42 wt: 101; Bim-Mcl-1: 2; Rac1 wt modul: 101

Results for Cc1cc(C)cc(NC(=O)C(NCC2CCCO2)c2ccccc2)c1 (stereo not given) ?
Rab2 wt GTP: 102; Rac1 act GTP bind: 100; RGS8-Gao: 107; Rab7 wt modul: 108; HRas wt GTP bind: 104; Pf gametocyte: 9; Mcl1 Bid PPI: 37; Mcl1 Noxa PPI: 39; Cdc42 wt: 103; Bim-Mcl-1: 0; Rac1 wt modul: 106
